influenza NS1A = H1N1 influenza NS1A inhibitors, functional cell based assay (AID 504329); NS1A functional cell-based assay, percent inhibition; higher % means a stronger effect; one-dose inhibition, % at 12.5 µM; IC50 in µM for titrated hits; hit rate 0.3% among 340,000; in the data active = a potency from the dose series; inconclusive = inhibition above about 27% without an active follow-up result; also: strong numbers were not always called active
M. tuberculosis HTS = M. tuberculosis growth inhibition, HTS (AID 449762); M. tuberculosis H37Rv growth inhibition, 7H9 media; higher % means a stronger effect; one-dose inhibition, % at 25 µM; IC50 in µM for titrated hits; hit rate 0.59% among 330,000; in the data active = a potency from the dose series; inconclusive = inhibition above about 70% without an active follow-up result;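 also: bacterial growth assessed after seven days of incubation; strong numbers were not always called active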
PhoP GFP inhibition = PhoP regulon inhibitors, Salmonella typhi PhoP promoter GFP reporter, confirmatory (AID 1850) | Salmonella Typhi PhoP-promoter GFP reporter, fluorescence, 4 h; higher % means a stronger effect | one-dose inhibition, % at 50 µM; IC50 in µM for titrated hits | hit rate 0.33% among 310,000; in the data active = a potency from the dose series; inconclusive = inhibition mostly from about 25% at the one dose, without a potency; inactive = the rest, 99 in 100 with inhibition below about 19%;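 also: 0% = induced wells with vehicle and 100% = uninduced wells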
VEEV TC-83 Vero = inhibitors of VEEV TC-83 cytopathic effect, confirmation, Vero cells (AID 588727); Vero cells, VEEV TC-83 cytopathic effect inhibition; higher % means a stronger effect; inhibition, % at 20 µM; hits with a dose series show IC50 in µM; hit rate 0.13% among 350,000; in the data active = a potency from the dose series; inconclusive = inhibition mostly from about 14% at the one dose, without a potency; inactive = the rest, 99 in 100 with inhibition below about 12%; also: strong numbers were not always called active
tuberculosis growth = growth inhibition of non-replicating M. tuberculosis (AID 488890); Mycobacterium tuberculosis non-replicating, growth inhibition; higher % means a stronger effect; one-dose inhibition, % at 25 µM; IC50 in µM for titrated hits; hit rate 0.39% among 320,000; in the data active = a potency from the dose series; inconclusive = inhibition mostly from about 82% at the one dose, without a potency; inactive = the rest, 99 in 100 with inhibition below about 76%;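 also: plate controls were DMSO cells for no effect and high antibiotic wells for full effect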
VEEV TC-83 Vero 10K pilot screen = recorded beside VEEV TC-83 Vero, whose call it bears; inhibition, %; measured here: 10K pilot screen inhibition
Active calls of the source: *; i = inactive; ? = inconclusive; / = no result given.

SMILES | influenza NS1A | M. tuberculosis HTS | PhoP GFP inhibition | VEEV TC-83 Vero | tuberculosis growth | others
O=C(Nc1nc(-c2ccc(Cl)s2)cs1)c1ccccc1 | -5% | 47% | 8% | 6.8% | 16%
COc1ccc(C2c3c(n[nH]c3C)CC(C)(O)C2C(C)=O)cc1OC (stereo not given) | 0% | -3% | -5% | 2.9% | -12%
Cc1ccc(-c2cn3cccnc3n2)cc1NC(=O)c1ccc(Br)o1 | 6% | 97% | -1% | i | 39%
O=C(C=Cc1cccc(O)c1)c1ccccc1O | 13% | / | / | 0.8% | /
CCOc1ccc(N(CC(=O)NCc2ccco2)C(=O)CCC(=O)Nc2nccs2)cc1 | 5% | -8% | -1% | 0.5% | 10%
CCN(CC)c1ccc(/C=N/NC(=O)CNC(=O)C2COc3ccccc3O2)c(O)c1 (stereo not given) | 4% | -6% | -1% | 8.3% | 14%
COc1ccccc1C(=O)N(C1=NC(C)CS1)c1ccc(Cl)cc1 (stereo not given) | -7% | -4% | -2% | 0.6% | 8%
N#Cc1nc(-c2ccc(Cl)cc2)oc1NCC1CCCO1 (stereo not given) | -1% | 0% | 8% | i | 10%
CN(C)S(=O)(=O)c1cc(NC(=O)CN2CCOCC2)ccc1Cl | 4% | -1% | 9% | 0.7% | 0%
Cc1cc(Cl)cc(C)c1OCC(=O)NC1CCCCCC1 | -8% | 2% | / | 1.9% | 38%
CCOc1ccc(N(CC(=O)NCCOc2ccc(C)cc2)S(=O)(=O)c2ccccc2)cc1 | -9% | 1% | 5% | 2.6% | -6%
O=C(Nc1ccc(N2CCCC2)cc1)c1cc2ccccc2o1 | 8% | 14% | -3% | 2.2% | ?
O=C(NCCO)c1cccc(Nc2nc(-c3ccccc3)c3cc(Cl)ccc3n2)c1 | -12% | ? | 12% | i | 3%
COc1cccc(N2CCN(C(=O)c3cc(-c4ccccc4)nc4c3cnn4C(C)C)CC2)c1 | 3% | 9% | / | 2.1% | 20%
CSc1ccccc1OCc1cc(C(=O)N(C)C(C)c2ccccn2)no1 (stereo not given) | -6% | -3% | 5% | 1.7% | 30%
O=S(=O)(O)c1nc2ccccc2n1Cc1ccc(Cl)cc1 | 1% | -6% | 12% | i | -6%
Cc1ccc(CNC(=S)NC2CCCCC2)cc1 | -6% | 7% | -8% | 5.1% | 44%
COc1ccccc1N1C(=O)N(C(C)=O)C2C1Nc1ccccc1N2C (stereo not given) | -2% | 2% | -11% | i | 69%
Cc1ccc(CNC(=O)CCC2CCCN(C(=O)c3ccc4c(c3)OCO4)C2)o1 (stereo not given) | -2% | -1% | -2% | 1.1% | 4%
Cc1ccc(S(=O)(=O)NC(CC(C)C)C(=O)N2CCCCCCC2)cc1 (stereo not given) | -3% | -8% | 0% | 7.2% | -15%
CCN(CC)C(=O)N1CCN(C(=O)N2CCOCC2)CC1 | -12% | -1% | -6% | i | -9%
CCCCCCCCCCC(=O)Nc1cccnc1 | / | 33% | 4% | / | -12%
O=C(COC(=O)c1ccccc1)NC1CCCCCC1 | -4% | -1% | / | 0.9% | 58%
O=c1c(Sc2ccccc2)c(C(F)(F)F)[nH]n1-c1ccccc1 | -11% | -11% | -12% | i | 25%
COCCCOc1cc(NCc2ccccc2)c2ncn(C(C)C)c2c1 | 14% | 20% | / | 0.0% | 61% | VEEV TC-83 Vero 10K pilot screen=6.0

In the list so far, 10 contain sulfur.
SMILES | influenza NS1A | M. tuberculosis HTS | PhoP GFP inhibition | VEEV TC-83 Vero | tuberculosis growth | others
O=C(Nc1nc(-c2ccc(Cl)s2)cs1)c1ccccc1 | -5% | 47% | 8% | 6.8% | 16%
CCOc1ccc(N(CC(=O)NCc2ccco2)C(=O)CCC(=O)Nc2nccs2)cc1 | 5% | -8% | -1% | 0.5% | 10%
COc1ccccc1C(=O)N(C1=NC(C)CS1)c1ccc(Cl)cc1 (stereo not given) | -7% | -4% | -2% | 0.6% | 8%
CN(C)S(=O)(=O)c1cc(NC(=O)CN2CCOCC2)ccc1Cl | 4% | -1% | 9% | 0.7% | 0%
CCOc1ccc(N(CC(=O)NCCOc2ccc(C)cc2)S(=O)(=O)c2ccccc2)cc1 | -9% | 1% | 5% | 2.6% | -6%
CSc1ccccc1OCc1cc(C(=O)N(C)C(C)c2ccccn2)no1 (stereo not given) | -6% | -3% | 5% | 1.7% | 30%
O=S(=O)(O)c1nc2ccccc2n1Cc1ccc(Cl)cc1 | 1% | -6% | 12% | i | -6%
Cc1ccc(CNC(=S)NC2CCCCC2)cc1 | -6% | 7% | -8% | 5.1% | 44%
Cc1ccc(S(=O)(=O)NC(CC(C)C)C(=O)N2CCCCCCC2)cc1 (stereo not given) | -3% | -8% | 0% | 7.2% | -15%
O=c1c(Sc2ccccc2)c(C(F)(F)F)[nH]n1-c1ccccc1 | -11% | -11% | -12% | i | 25%

(listing goes on)
SMILES | influenza NS1A | M. tuberculosis HTS | PhoP GFP inhibition | VEEV TC-83 Vero | tuberculosis growth | others
O=C(NCc1ccccc1)C1CCC(CNc2c(N3CCCCC3)c(=O)c2=O)CC1 (stereo not given) | 5% | 2% | 3% | 0.0% | /
Cc1ccc(S(=O)(=O)Nc2ccc(N3CCOCC3)cc2)cc1C | 7% | 2% | 1% | 0.4% | 5%
O=C(CN1C(=O)NC(c2ccc(F)cc2)C1=O)NC1CCCCC1 (stereo not given) | -13% | -14% | / | 2.1% | 8%
COc1cccc(CNC(=O)c2ccc(COc3ccccc3)cc2)c1 | 3% | 0% | -12% | 0.9% | 16%
N#CCCN(C(=O)COC(=O)c1ccc2c(=O)n3c(nc2c1)CCC3)c1ccc(F)cc1 | 7% | -4% | -1% | 0.2% | -7%
Cc1cccc(S(=O)(=O)NCCC(=O)OC(C)C(=O)NC(=O)NC2CCCCC2)c1 (stereo not given) | -6% | 3% | -4% | 0.5% | -3%
CC1=CC(C)(C)n2c(O)c(C3=NC(=S)NC3=O)c3cc(OC(=O)c4cccc5ccccc45)cc1c32 | 9% | ? | -3% | 11% | 18%
Cc1ccccc1NC(=S)N(CCc1c(C)[nH]c2ccc(F)cc12)Cc1cccnc1 | 5% | 16% | 1% | 3.5% | 22%
COCc1cc(=O)[nH]c(N2CCN(c3ccccc3OC)CC2)n1 | -5% | 66% | -5% | 0.3% | -12%
O=C(CCS(=O)(=O)c1ccccc1)NC1CCCC1 | -2% | -11% | -9% | i | -15%
CCOc1ccc(C(=O)Nc2ccc(S(=O)(=O)Nc3cc(C)on3)cc2)cc1 | 5% | 4% | 5% | 4.8% | 17%
CC1CCCN(C(=O)Cc2cccc3ccccc23)C1 (stereo not given) | -3% | 7% | 7% | i | 39%
CCn1c(O)c(N=NC(=O)C2C(=O)NCC2c2ccccc2)c2ccccc21 (stereo not given) | 8% | 0% | -2% | 2.6% | -2%
CCOC(=O)c1ccc(NC(=S)N(CCCN2CCCC(C)C2)Cc2ccco2)cc1 (stereo not given) | 1% | -5% | -2% | 0.3% | 69% | VEEV TC-83 Vero 10K pilot screen=0.0
Cc1cc(O)c(N=Cc2cc3c(cc2[N+](=O)[O-])OCO3)cc1C | -14% | 47% | -3% | 2.2% | 29%
CC(=O)Nc1ccc(S(=O)(=O)N2CCC(C(=O)c3ccc(F)cc3)CC2)cc1 | 2% | -4% | 0% | i | -5%
Cc1c(C(=O)OCC(=O)N(C)Cc2ccccc2)oc2ccccc12 | 2% | 7% | / | 2.5% | 77%
Nc1n[nH]c2cccc(Cl)c12 | 5% | 7% | 18% | 0.7% | -1%
COC(=O)NNC(=S)Nc1ccc(Br)cc1 | -5% | -3% | 10% | 2.1% | 18%
COc1ccccc1CC(=O)Nc1ccc(-c2noc(COc3ccc(Cl)c(C)c3)n2)cc1 | -3% | -15% | -2% | 2.1% | 3%
Cc1cccc(NC(=O)c2ccc(Cl)c(S(=O)(=O)N3CCc4ccccc43)c2)n1 | -6% | 2% | / | 7.8% | 4%
Cc1ccc(N2C(=O)CC(Nc3cccc4ccccc34)C2=O)cc1 (stereo not given) | -18% | ? | -2% | i | 50%
CCCOc1ccc(C2NC(=S)NC(c3ccccc3)=C2C(=O)Nc2ccc(C)cc2)cc1OC (stereo not given) | 1% | 24% | -5% | 9.4% | 17%
Cc1nnc(SCCn2c(N3CCC(C)CC3)nc3c2c(=O)[nH]c(=O)n3C)s1 | 3% | -9% | -2% | i | 0% | VEEV TC-83 Vero 10K pilot screen=1.7
COc1ccc(OCC(=O)Nc2ccc(S(=O)(=O)N3CCCCCC3)cc2)cc1 | 5% | 2% | -2% | i | 15%

Carrying on:
SMILES | influenza NS1A | M. tuberculosis HTS | PhoP GFP inhibition | VEEV TC-83 Vero | tuberculosis growth | others
CCN(CC)C(=O)c1ccc(CS(=O)(=O)c2ccc(Br)cc2)cc1 | -2% | -2% | 7% | 0.7% | -5%
COC(=O)c1sc(NC(=S)NC(=O)c2cc(OC)c(OC)c(OC)c2)nc1C | -4% | 1% | 2% | 1.9% | -23%
C[N+]1(C)C2CCC1CC(OC(=O)c1ccccc1)C2 (stereo not given) | -8% | -7% | 32% | 0.9% | -3%
CC1=C(C(=O)OCC(C)C)C2(O)C(=O)c3ccccc3C2(O)N1 (stereo not given) | -17% | 3% | 10% | 1.8% | -13%
CCOc1ccc(OCCSc2nc3ccccc3n2CC(=O)O)cc1 | -1% | 5% | -2% | 1.5% | -8%
Nc1cc(-c2cccc(F)c2)nn1S(=O)(=O)c1cccc2nsnc12 | 1% | -2% | -8% | 2.5% | /
CCCCn1nc(C(=O)Oc2ccc3c(C)cc(=O)oc3c2)c2ccccc2c1=O | -4% | 65% | -7% | 1.0% | 44%
COc1ccc2nc(SCC(=O)N3CCNC3=O)[nH]c2c1 | 5% | -1% | -1% | 4.9% | 1%
O=C(O)CC1=C(c2ccc(F)cc2)CCC1=O | 0% | -2% | -3% | 0.6% | -12%
Cc1ccccc1NC(=O)CSc1ccncc1 | 6% | 2% | 8% | 0.1% | 49%
COCCCNc1ncnc2nc[nH]c12 | -3% | -3% | / | 1.4% | /
Cn1c(=NC(=O)C2CCCCC2)sc2cc([N+](=O)[O-])ccc21 | -12% | 40% | -2% | 0.1% | 8%
CN(N)N=Nc1nc2c([nH]1)c(=O)n(C)c(=O)n2C | -4% | -2% | 10% | i | 2%
C=C1[C@H](C)CN[C@H]1CCO | -3% | / | / | 0.2% | /
O=C1NC(=O)C(CCc2ccncc2)(C2CCCCC2)C(=O)N1 | -2% | -6% | 10% | 0.2% | -4%
CCOC(=O)c1cc(NC(=O)N(C)C2CCCCC2)c(C)nc1C | 5% | 8% | -7% | 0.5% | -21%
O=C(/C=C/c1cccs1)NCc1cccs1 | / | -13% | 9% | i | 80%
COc1ccc(C2CCCN2C(=S)Nc2cccc(C)c2C)cc1OC (stereo not given) | 13% | 2% | -7% | 1.0% | 10%
O=C(CN(c1ccc(Cl)cc1)S(=O)(=O)c1ccc(Cl)c([N+](=O)[O-])c1)NCCc1ccc(F)cc1 | 2% | -3% | -1% | i | -18%
CC(C)Nc1ncnc2c1cnn2Cc1ccccc1Cl | 0% | 10% | 3% | 11% | -1%
NC1=NC(=O)C(Cc2ccccc2)S1 (stereo not given) | 13% | 2% | 5% | 0.5% | -1%
Cn1c(=O)[nH]c(=O)c2c1nc(CN1CCOCC1)n2CCCO | 3% | / | -8% | i | /
Cc1ccc(C(=O)NNC(=O)CCC(=O)NCc2ccccc2)cc1Br | 4% | -6% | -7% | 0.8% | -10%
C=CCOc1ccccc1CNc1ccccc1C | -8% | 9% | -4% | 2.2% | 5%
CCSc1nnc(-c2ccc(S(=O)(=O)N3CCCC3)cc2)n1C | 2% | -5% | 5% | 1.2% | 3%

(cont.)
SMILES | influenza NS1A | M. tuberculosis HTS | PhoP GFP inhibition | VEEV TC-83 Vero | tuberculosis growth | others
COc1cc(/C=C2/C(=N)N3C(=NC2=O)SN=C3S(C)(=O)=O)ccc1OC(=O)c1ccco1 | 7% | 56% | -1% | 1.3% | ?
O=C(NCCOc1ccccc1F)c1ccccc1SCc1ccc(F)cc1 | -3% | -2% | -3% | 1.4% | -2% | VEEV TC-83 Vero 10K pilot screen=3.9
CCOc1cc2[nH]c(=O)n(CCCN3CCN(c4ccc(OC)cc4)CC3)c(=O)c2cc1OCC | 4% | 3% | 7% | 5.2% | 30%
CSc1ccccc1NC(=O)c1ccco1 | -1% | -22% | -4% | 2.6% | 3%
O=C1CN(C(=O)COC(=O)c2ccc(Cl)cc2)c2ccccc2N1 | 1% | / | / | i | /
CN(C)C1=NC[C@H](Cc2ccccc2)N1CCc1cccc(F)c1 | -4% | -10% | 17% | 0.1% | 14%
CC1=NN(C(N)=S)C(=O)C1N=Nc1ccccc1C (stereo not given) | -10% | ? | 3% | 2.4% | ?
C=CCOc1ccc(CNc2ccc(NC(=O)CC(C)C)cc2)cc1OC | 2% | 0% | -16% | 5.0% | -5%

Screens as filed in PubChem.
